Bioassay records (PubChem)
NR1D1 modulator: modulators of Rev-erb alpha DNA binding, primary screen, biochemical, FITC-DNA, fluorescence polarization, uHTS; actives 0.79% (n = 370,000); AID 1259318, 2017; Nuclear receptor subfamily 1 group D member 1 (Homo sapiens), P20393; activity, % at 10 µM; Rev-erbα–FITC-DNA binding, 90 min;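 active = activity above about 14%, limit read from the data; passing the limit was not always enough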;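 note: 0% = DMSO wells with 35 nM protein and 100% = DMSO wells with 750 nM protein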
Target sequence (P20393 whole entry, looked up): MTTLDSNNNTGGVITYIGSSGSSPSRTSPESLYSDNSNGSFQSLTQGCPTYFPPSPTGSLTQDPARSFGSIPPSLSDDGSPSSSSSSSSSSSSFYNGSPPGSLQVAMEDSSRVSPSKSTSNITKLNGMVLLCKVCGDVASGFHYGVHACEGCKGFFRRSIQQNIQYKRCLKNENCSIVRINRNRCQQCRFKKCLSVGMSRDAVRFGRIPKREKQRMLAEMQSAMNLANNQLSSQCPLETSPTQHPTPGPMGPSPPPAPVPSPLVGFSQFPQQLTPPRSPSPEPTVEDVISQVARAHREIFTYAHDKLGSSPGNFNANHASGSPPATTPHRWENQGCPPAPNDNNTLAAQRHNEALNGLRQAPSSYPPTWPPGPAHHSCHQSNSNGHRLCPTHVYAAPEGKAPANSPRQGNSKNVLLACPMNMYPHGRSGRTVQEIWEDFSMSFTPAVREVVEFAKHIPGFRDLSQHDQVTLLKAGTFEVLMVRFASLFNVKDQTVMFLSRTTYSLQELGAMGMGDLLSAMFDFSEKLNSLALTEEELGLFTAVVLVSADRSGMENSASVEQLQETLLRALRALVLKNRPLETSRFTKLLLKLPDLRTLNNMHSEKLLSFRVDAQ
ABHD4 inh: ABHD4 inhibitors, primary screen, biochemical, fluorescence polarization, mouse | actives 0.54% (n = 370,000) | (Lyso)-N-acylphosphatidylethanolamine lipase (Mus musculus), Q8VD66 | purified mABHD4, FP-Rh probe fluorescence polarization | inhibition, % at 8.92 µM | AID 720543, 2013;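 active = inhibition exceeding the mean over every tested compound plus 3 SD, cut at about 30% in these data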;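 note: 0% = plate median of compound wells and 100% = S159A mutant with DMSO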
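Test system: mouse ABHD4 enzyme, wild type. Reagent: FP-Rh fluorescent activity-based probe, added after compound pre-incubation. Timing: pre-incubation 45 min, probe exposure 60 min, at 25 °C. Technique: FP readout, ex 525 nm / em 598 nm. Benchmarks: high control S159A mutant with DMSO, low control median of compound wells.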
TDP2 inh: human TDP2 enzyme inhibitors, primary screen, biochemical, epi absorbance, recombinant enzyme; AID 720702, 2013; inhibition, % at 12.8 µM; T5PNP hydrolysis, p-nitrophenol absorbance 415 nm; actives 0.34% (n = 370,000); Tyrosyl-DNA phosphodiesterase 2 (Homo sapiens), O95551;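 active = inhibition above the mean of all tested compounds plus 3 SD, set per campaign, cut at about 25% in these data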;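 note: 0% = DMSO with enzyme and 100% = buffer with substrate but no TDP2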
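test system = human TDP2 enzyme | input = TDP2 enzyme at 120 nM final | medium = 50 mM Tris-HCl pH 7.5 with Mg2+, KCl, DTT, BSA | also added = T5PNP substrate, 5 mM | times = 2 h at 37 °C | technique = epi absorbance | benchmarks = high control without enzyme, low control DMSO plus TDP2 | replication = each compound tested once, singlicate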
PG9 Ab binder: binders of HIV-1 gp120 antibody PG9, primary screen, biochemical, TR-FRET | inhibition, % at 6.7 µM | HIV-1 gp120 / PG9 antibody interaction | TR-FRET gp120-PG9 antibody binding | actives 0.43% (n = 360,000); in the data active = inhibition above about 8.5%
rCAG binder: binders of r(CAG) RNA repeats, primary screen, biochemical, fluorescence | r(CAG) RNA repeat, TO-PRO-1 dye displacement fluorescence | inhibition, % at 3 µM | actives 1.3% (n = 370,000);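 active = inhibition above the plate cutoff, the mean of all test compounds on that plate plus 3 SD, cut at about 35% in these data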;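 note: 0% = DMSO alone and 100% = 100 µM mitoxantrone as full dye displacement; higher means more dye released from RNA so lower well fluorescence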
SIAE inh: human SIAE inhibitors, primary screen, biochemical, fluorescence polarization, FP-Rh probe, 1536-well HTS; Sialate O-acetylesterase (Homo sapiens), Q9HAT2; SIAE FP-Rh probe binding; inhibition, % at 9.66 µM; actives 0.69% (n = 370,000); AID 1053197, 2014;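 active = inhibition above a cutoff: mean of compounds within the control limits plus 3 SD of those, cut at about 17% in these data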;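 note: 0% = plate median of compound wells and 100% = probe without SIAE protein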
Target sequence (Q9HAT2 whole entry, looked up): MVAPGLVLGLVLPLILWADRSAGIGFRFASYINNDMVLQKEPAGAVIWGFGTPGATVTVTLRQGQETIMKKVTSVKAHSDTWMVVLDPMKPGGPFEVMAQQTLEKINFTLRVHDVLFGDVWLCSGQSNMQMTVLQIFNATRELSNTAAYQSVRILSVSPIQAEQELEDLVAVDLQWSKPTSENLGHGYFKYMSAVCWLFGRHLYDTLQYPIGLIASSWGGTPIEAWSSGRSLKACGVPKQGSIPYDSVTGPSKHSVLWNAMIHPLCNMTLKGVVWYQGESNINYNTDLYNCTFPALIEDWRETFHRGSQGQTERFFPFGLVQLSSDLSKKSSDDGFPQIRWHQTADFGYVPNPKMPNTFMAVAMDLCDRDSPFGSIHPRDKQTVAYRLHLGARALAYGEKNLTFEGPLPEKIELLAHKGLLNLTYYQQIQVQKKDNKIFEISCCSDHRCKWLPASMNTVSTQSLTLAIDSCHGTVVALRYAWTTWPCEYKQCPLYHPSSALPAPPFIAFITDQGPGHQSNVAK
HTRA1 inh: HTRA1 serine protease inhibitors, primary screen, biochemical, fluorescence polarization, HTS; Q92743; recombinant HTRA1, FP-rhodamine activity-based probe; inhibition, % at 5.96 µM; actives 0.5% (n = 340,000); AID 504803, 2011; in the data active = inhibition above about 36%;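 note: 0% = enzyme with DMSO and 100% = wells lacking enzyme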
PRMT1 FP inh: PRMT1 methyltransferase inhibitors, primary screen, biochemical, fluorescence polarization | inhibition, % at 2.79 µM | Protein arginine N-methyltransferase 1 (Homo sapiens), Q99873 | actives 1.3% (n = 370,000) | recombinant PRMT1, activity-based probe fluorescence polarization | AID 652257, 2013;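 active = inhibition above about 21% made by adding two undisclosed values, limit read from the data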
LEDGF integ inh: blockers of LEDGF/p75-dependent integrase strand transfer – biochemical, TR-FRET, high throughput, primary screen; TR-FRET IN-LEDGF/p75 DNA integration, Eu/Cy5; actives 0.64% (n = 370,000); HIV-1 integrase (with human LEDGF/p75); AID 743269, 2014; inhibition, % at 3.7 µM;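 active = inhibition above the screen-wide mean plus 3 SD, cut at about 13% in these data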;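 note: signal is the Cy5 over europium emission ratio at 671 and 618 nm; 0% = plate median of compound wells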
TCR CD3 inh: inhibitors of human TCR-CD3 interaction, primary screen, biochemical, fluorescence, TAMRA-labeled TCR probe; T-cell receptor (TCR); inhibition, % at 9.4 µM; actives 0.37% (n = 360,000); AID 651800, 2012; in the data active = inhibition above about 19%;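 note: recombinant mutant TCR 2C K166C tagged with TAMRA read by polarization; 0% = receptor in buffer alone and 100% = receptor with positive control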
Numbers without * were called inactive; . = not tested or not shown; & = joins results of further samples. Only part of the results is shown; count on the stated rates, not on these rows.

SMILES	NR1D1 modulator	ABHD4 inh	TDP2 inh	PG9 Ab binder	rCAG binder	SIAE inh	HTRA1 inh	PRMT1 FP inh	LEDGF integ inh	TCR CD3 inh
CCOC(=O)CSc1nc(-c2ccc(OC)cc2)ns1	2	2	-6	1.9	-6	2	-2	2	1	-5
COc1ccc(-c2csc(-n3ncc(-c4cccs4)c3N)n2)cc1	-7	-2	-7	0.8	1	3	4	0	-2	-8
CCCCCn1c(=N)n(CC(O)COc2ccccc2OC)c2ccccc21 (stereo not given)	-3&3	-6&2	5&4	0.5&0.8	11&11	2&3	0&0	-5&-4	3&4	6&-5
O=C(c1cccs1)N1CCN(c2ncc(Br)cn2)CC1	-1	4	5	1.3	-4	-7	-4	-1	-2	-1
O=C(O)c1ccc(N2C(=O)CC(N3CCN(c4cccc(Cl)c4)CC3)C2=O)cc1 (stereo not given)	1	-4	-3	-0.9	0	-1	3	9	-4	2
CCCCC(=O)N(CCOC)c1nnc(-c2ccc(OC)cc2)s1	3	1	2	-0.9	-2	1	-1	-2	2	0
COc1ccc(C2OC(=O)c3ccccc3S2)cc1 (stereo not given)	0	-9	-15	-1.4	3	-11	1	38*	-2	1
CC(C)(C)S(=O)(=O)c1ccsc1C(=O)O	0	2	10	-0.5	0	2	4	-4	-1	3
COc1cc2c(c(Br)c1N)-c1cc(Br)c(N)cc1C2=O	-9	16	-6	-3.7	14	3	21	-2	-2	2
Cc1ccccc1C(=O)Nc1cc(S(=O)(=O)N2CCCCC2)ccc1N1CCN(C)CC1	4	5	-3	-0.8	-4	-7	3	2	-2	-3
Cc1ccc(OCc2ccc(C(=O)NCC3CCCO3)cc2)cc1C (stereo not given)	2	-18	-3	-1.0	0	4	-8	-2	2	-3
CCN(CCCNC(=O)CC1Oc2ccc(C)cc2NC1=O)Cc1ccccc1 (stereo not given)	4	-2	10	-1.0	1	2	6	2	3	0
O=C(COC(=O)c1ccc(S(=O)(=O)NCc2ccco2)cc1)c1ccccc1	-3	-4	1	-4.2	6	-9	-11	5	8	-3
O=C(Oc1ccc2ccc(OC(=O)N3CCOCC3)cc2c1)N1CCOCC1	3	5	8	-1.1	0	-2	0	-2	-3	8
C=CCn1c(-c2cccn(Cc3ccc(Cl)cc3)c2=O)n[nH]c1=S	-4	5	-6	0.0	6	1	-2	1	-5	0
COc1ccc(N2CCN(c3cnc4ccccc4n3)CC2)cc1	3	3	-2	-1.2	0	-3	-2	5	-1	-2
COc1ccccc1C(C(C(=O)c1ccccc1)N1CCOCC1)N1CCOCC1 (stereo not given)	3	6	-1	-0.3	3	-1	5	3	0	-5
Cc1ccc(C(=O)NN2C(=O)c3ccc(S(=O)(=O)c4ccc(C(=O)O)cc4)cc3C2=O)cc1	-5	7	12	-3.3	3	3	-7	1	1	7
CCOC(=O)c1sc2nc(C)nc(Nc3ccc(OC)cc3)c2c1C	31*	4	-3	1.6	-3	-2	-2	4	-2	-2
c1ccc(Oc2cc(-n3cncn3)ncn2)cc1	2	5	-9	-1.5	-3	-2	8	-2	1	-3
Cn1c(=O)[nH]c(=O)c2c1nc(N1CCNCC1)n2Cc1ccccc1Cl	-2	1	-8	-0.9	2	-6	0	2	-2	3
Nc1nc2ccc(Cl)cc2cc1C(=O)NCc1ccccc1Br	-4	-3	8	.	8	1	.	-3	5	.
NCCOc1ccc(C23CC4CC(CC(C4)C2)C3)cc1	0	32*	-14	0.7	15	0	11	5	-4	-3
C/C=C/C=N/Nc1nc(-c2ccc([N+](=O)[O-])cc2)cs1	0	9	-5	-1.6	12	10	2	0	4	8
Cc1[nH]c2ccccc2c1C(c1ccncc1)N1CCN(c2ccccc2F)CC1 (stereo not given)	12	0	-11	-0.8	2	0	0	1	-3	5

3 compounds out of the list above, ordered by the value under HTRA1 inh, highest first:
SMILES	HTRA1 inh
COc1cc2c(c(Br)c1N)-c1cc(Br)c(N)cc1C2=O	21
C/C=C/C=N/Nc1nc(-c2ccc([N+](=O)[O-])cc2)cs1	2
COc1ccc(C2OC(=O)c3ccccc3S2)cc1 (stereo not given)	1

Continued.
SMILES	NR1D1 modulator	ABHD4 inh	TDP2 inh	PG9 Ab binder	rCAG binder	SIAE inh	HTRA1 inh	PRMT1 FP inh	LEDGF integ inh	TCR CD3 inh
CN1C/C(=C/c2ccccc2)N2C(=O)C[C@@H](c3ccccc3)N=C12	5	9	2	.	-2	-1	.	3	2	.
CCCCCCCCNS(=O)(=O)CC1NCc2cc(F)ccc21 (stereo not given)	-1	-18	5	.	6	0	.	-3	0	.
CC(=O)OCC(OC(C)=O)C(OC(C)=O)C(OC(C)=O)C(=O)Nc1cccc(C)c1 (stereo not given)	3	-9	1	-1.8	-3	3	-2	-3	3	-2
COc1ccc(/C=N/NC(=O)Cn2nnc3ccccc32)cc1OC	-6	-4	2	0.0	1	8	-1	-3	1	-4
CCCCNC(=O)C(=O)NCC1CCCN1S(=O)(=O)c1cccs1 (stereo not given)	-4	0	17	0.0	2	11	-6	-1	1	8
O=C(COc1cc2oc(=O)c3c(c2cc1Cl)CCC3)Nc1ccccn1	-9	4	1	1.5	2	1	-1	-4	2	4
O=C(Nc1ccccc1)OCCOc1ccccc1	-1	0	-17	-2.8	-2	3	0	-3	-7	1
COCCNC(=O)CN(C(=O)CCC(=O)Nc1cc(C)on1)c1ccc(C)cc1C	0	2	2	0.2	-9	0	0	-3	-4	-2
CC(NC(=O)Nc1cccc([N+](=O)[O-])c1)c1ccc2c(c1)OCO2 (stereo not given)	3	0	-14	2.5	2	-3	-14	1	-2	-1
CC(CCc1ccccc1)NS(=O)(=O)c1ccccc1Cl (stereo not given)	-7	4	-4	-0.3	-2	-4	-10	-1	1	-1
CSc1ccccc1C(=O)Nc1cc(C)ccc1C	5	0	1	-0.6	-5	-5	-2	-1	0	-2
CCOC(=O)CN1C2=NCCCN2c2ccccc21	-4	2	-3	-0.4	2	1	4	1	-2	7
COc1ccc(OC)c(Cc2nnc(CCC(=O)NC3C4CC5CC(C4)CC3C5)o2)c1 (stereo not given)	1	-4	3	-3.2	-8	4	3	1	-2	-1
O=C(CS(=O)c1ccc(Br)cc1)N1CCOCC1 (stereo not given)	-6	3	2	0.0	5	4	10	-2	1	-1
COc1ccc(C(=O)NC2CC2)cc1OC1CCN(Cc2ccccc2F)CC1	-2	4	-11	-0.9	-9	-3	2	0	-3	6
O=C(CCCCCn1c(=S)[nH]c2cc3c(cc2c1=O)OCO3)NCCc1ccccc1	18	-1	-3	20*	1	-5	-4	2	-2	-10
O=C(CN1CCN(Cc2ccccc2)CC1)Nc1ccc2c(c1)CCC2	2	4	-6	-2.1	-7	-4	0	2	2	-4
CC(C)CC(OC(=O)c1nsc(Cl)c1Cl)C(=O)NCC1CCCO1 (stereo not given)	0	3	5	-2.4	-5	-2	-1	4	-6	-6
CC(=O)N1CCN(c2cc(N3CCc4ccccc4C3)c(F)cc2[N+](=O)[O-])CC1	2	10	-9	-0.3	-2	1	-12	-2	0	2
O=C(CCC(=O)N/N=C/c1c[nH]c2ccccc12)NCc1ccccc1	-4	-1	3	0.8	0	6	-1	1	-2	4
Cc1cccc(Sc2c([N+](=O)[O-])ncn2C)n1	-2	0	4	0.2	1	1	0	-1	-2	2
Cc1cccc(CN2CCC(C(=O)Nc3cccc(-c4cccc(F)c4)c3)CC2)n1	5	6	12	3.0	-4	2	-9	0	2	-5
CCC(C)n1nccc1NC(=O)C(C)OC(=O)c1cc2ccccc2[nH]1 (stereo not given)	2	1	-4	0.3	4	1	-1	0	-3	-2
CCOC(=O)c1ccc(COc2ccc(C(C)C)cc2)o1	-1	-3	7	-2.0	-1	5	-9	2	2	4
COC(=O)[C@]12CCCCC=C1N(Cc1ccco1)C(=O)[C@H](CC(=O)N1CCSCC1)C2	12	6	-8	0.3	5	-5	.	-3	1	-2
Carrying on:
SMILES	NR1D1 modulator	ABHD4 inh	TDP2 inh	PG9 Ab binder	rCAG binder	SIAE inh	HTRA1 inh	PRMT1 FP inh	LEDGF integ inh	TCR CD3 inh
Cc1ccc(/C=C/C(=O)O)cc1S(=O)(=O)NCCO	-5	-7	11	-1.7	3	-1	-8	0	-2	2
NC(=S)c1csc(CCNC(=O)c2ccccc2)n1	7	6	-1	0.0	1	5	9	1	-3	-6
Cc1ccc(C2CC(c3ccccc3C)n3nc(N)nc3N2)cc1 (stereo not given)	9	9	-7	-1.0	1	10	-4	6	-3	-2
Cc1ncc(CN2CCC(C(=O)Nc3ccc(Oc4cccnc4)cc3)CC2)cn1	1	4	17	-0.3	-3	3	4	3	1	-7
O=C(CNC(=O)C1CCCCC1)NCc1ccco1	2	4	17	0.6	2	-2	12	1	-3	3
CCN(CCn1cccn1)C(=O)CCc1nnc(Cc2c[nH]c3ccccc23)o1	-10	0	8	1.6	-1	8	3	-1	-3	-3
Cc1cc(C)nc(SC(C)C(=O)N/N=C/c2cccs2)n1 (stereo not given)	6	3	-4	-1.2	-2	-5	-1	0	-6	-6
Cc1ccc(Cc2c(-c3ccccc3)nc3ccc(Br)cn23)cc1	5	-13	-1	1.1	27	1	-46	-1	1	2
c1ccc(Cc2nn3c(C4COc5ccccc5O4)nnc3s2)cc1 (stereo not given)	-2	-3	-3	0.1	-4	-3	-8	2	-3	5
CCOC(=O)[C@@H](NC(=O)CC[C@H]1O[C@@H](n2cc(C)c(=O)[nH]c2=O)C[C@@H]1O)C(C)C	-7	5	2	-1.1	-1	6	1	3	1	0
O=C(c1ccc(Cl)c(S(=O)(=O)NCc2ccco2)c1)N1CCN(c2ccccc2F)CC1	-3	-5	5	0.3	-5	-1	-1	0	1	11
CCOC(=O)CSc1nc2ccc(NC(C)=O)cc2s1	-1	-1	7	1.9	-3	3	8	1	1	-5
COC(=O)[C@]12C[C@H](CC(=O)NCC34CC5CC(CC(C5)C3)C4)C(=O)N(Cc3ccc(Cl)cc3Cl)C1=C[C@H](C(C)(C)C)O[C@@H]2C	0	-1	4	.	2	8	.	-6	-3	.

Record cards (already shown). Order of screens: NR1D1 modulator | ABHD4 inh | TDP2 inh | PG9 Ab binder | rCAG binder | SIAE inh | HTRA1 inh | PRMT1 FP inh | LEDGF integ inh | TCR CD3 inh
Results for `O=C(CN1CCN(Cc2ccccc2)CC1)Nc1ccc2c(c1)CCC2` : 2 | 4 | -6 | -2.1 | -7 | -4 | 0 | 2 | 2 | -4
Results for `Cc1ccccc1C(=O)Nc1cc(S(=O)(=O)N2CCCCC2)ccc1N1CCN(C)CC1` : 4 | 5 | -3 | -0.8 | -4 | -7 | 3 | 2 | -2 | -3
